Compound activity deposited in PubChem BioAssay by National Center for Advancing Translational Sciences (NCATS).
p53ts 39C kill: p53ts cell cytotoxicity, nonpermissive temperature; AID 902; H1299-p53A138V viability at 39C, ATP luminescence, 24 h; 1.5% of 130,000 active; Potency, µM (titrated, usually from 46.1 µM), without a hit: at the highest dose activity change, negative = cell killing, hits mostly cytotoxic; note: nearly all actives have a fitted effect of over 55% in size
IkB signaling: inhibitors of IkB signaling in ABC-DLBCL cells; ABC-DLBCL IkBa-CBG/CBR dual luciferase ratio, 4 h; response scale: scaled: untreated 0%, proteasome inhibitor 100%; Potency, µM (doses to about 57.1 µM), inactives show top-dose IkBa stabilization activation; 0.04% of 110,000 active; active = well fitted curve in the direction sought with a large enough effect in the signal ratio, not every such curve was filed as active; inconclusive = small, poorly fitted or top-dose-only effect, or a change in a side signal; the % refers to the signal ratio;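 note: the direction sought is a rising ratio; 0% = basal untreated cells and 100% = reference inhibitor full response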
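Curves were fitted separately to fusion (green), unfused (red) and ratio luminescence, then classed by r2, magnitude and activity. Cells: OCI-Ly3, 4 h compound plus doxycycline at 37C; 10 uM MG-132 defined full response.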
p53ts 32C kill: p53ts cell cytotoxicity, permissive temperature | AID 924 | Potency, µM (top dose mostly 46.1 µM), without a hit: top-dose activity change, negative = cytotoxicity, most hits filed as cytotoxic | 0.93% of 130,000 active | H1299-p53A138V at 32C, ATP luminescence viability, 24 h;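 note: 0% = DMSO and -100% = full killing by reference compound; nearly all actives have a fitted effect of over 55% in size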
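ATP-content luminescence (ATPlite) read-out after 24 h compound exposure at 32C in H1299-p53A138V cells (600/well). Tested up to 46 uM. Normalized to DMSO (0%) and 100 uM tamoxifen (100% killing); Hill-fit AC50.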
Imprint erasure: genomic imprint erasure induction | mouse ES Peg3-LacZ reporter, beta-gal luminescence, 40 h | 0.02% of 110,000 active | Potency, µM (top dose mostly 60.7 µM), for inactives: top-dose activity change, positive = activation, usual class: activators;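 note: 0% = negative control wells on the plate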
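Readout: BetaGlo luminescence (5 min, room temp) for LacZ from the normally silent maternal Peg3 allele in female Peg3LacZ-Neo ES cells. Cells 300/well, 40 h, 37C, 5% CO2. Data normalized per plate to negative controls.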
Active calls of the source: *; ? = inconclusive; . = no result given; [ ] = another dose, or the depositor's remark. Unless noted, calls come from the whole dose curve; as a rule, active = well fitted curve in the direction sought with a large enough effect; inconclusive = small, poorly fitted or top-dose-only effect, or another doubt; inactive = no such curve, though single readings can be large; an effect the other way counts as inactive or inconclusive. Unless noted, % is set by controls: 0 for no effect and ±100 for the full control effect; potency is the fitted concentration of half-maximal effect. An unsorted share of the library; overall some 1.8% were active at least once.

SMILES	p53ts 39C kill	IkB signaling	p53ts 32C kill	Imprint erasure
Cc1cc(C)c(NC(=O)C2CCN(c3cnccn3)CC2)c(C)c1	1%	.	-6%	.
CCOC(=O)CSc1nc2ccccc2c(=O)n1CC1CCC(C(=O)NCc2ccco2)CC1 (configuration not stated)	?	-0.5%	?	-18%
COc1cccc(/C=N/n2c(C)c3c(C)nnc(C)c3c2C)c1O	?	-3.1%	?	-25%
O=C(CSc1ncc2c(n1)-c1ccccc1N(Cc1ccc(Cl)cc1)S2(=O)=O)c1ccccc1	24%	1.3%	-2%	5%[10.9 µM]
O=C(CCc1nc(-c2ccccc2F)no1)NC1CCCCCC1	?	0.8%	-14%	-9%
CCCCN1C(=O)c2ccc(C(=O)Nc3c(N)n(CCCC)c(=O)n(C)c3=O)cc2C1=O	8%	-0.2%	-3%	4%
COc1cc(NC(=O)CCCOc2cc(=O)n(C)c3ccccc23)cc(OC)c1OC	-10%	6.7%	3%	-9%[10.9 µM]
COc1cccc(-c2nc(CS(=O)CC(=O)N3CCN(c4cccc(C(F)(F)F)c4)CC3)c(C)o2)c1 (configuration not stated)	12%	-5.0%	?	-5%[10.9 µM]
COc1ccccc1CNc1ncnc2onc(-c3ccc(Cl)cc3)c12	-19%	?	1%	-9%[10.9 µM]
N#CC1C(C#N)N2CCCN2C1c1ccc(Cl)cc1 (configuration not stated)	6%	.	0%	.

Record cards, from the list above. Order of values: p53ts 39C kill	IkB signaling	p53ts 32C kill	Imprint erasure
Shown for `O=C(CCc1nc(-c2ccccc2F)no1)NC1CCCCCC1` : ?	0.8%	-14%	-9%
Shown for `COc1cccc(/C=N/n2c(C)c3c(C)nnc(C)c3c2C)c1O` : ?	-3.1%	?	-25%
Shown for `N#CC1C(C#N)N2CCCN2C1c1ccc(Cl)cc1` (configuration not stated) : 6%	.	0%	.
Shown for `CCCCN1C(=O)c2ccc(C(=O)Nc3c(N)n(CCCC)c(=O)n(C)c3=O)cc2C1=O` : 8%	-0.2%	-3%	4%
Shown for `COc1ccccc1CNc1ncnc2onc(-c3ccc(Cl)cc3)c12` : -19%	?	1%	-9%[10.9 µM]

Other entries
SMILES	p53ts 39C kill	IkB signaling	p53ts 32C kill	Imprint erasure
CCCn1c(SCc2cc(=O)oc3ccc4ccccc4c23)n[nH]c1=O	-10%	1.3%	8%	-4%
CN(C)c1ncc2ncc(=O)n(C3CC3)c2n1	0%	-0.7%[11.4 µM]	-1%	-11%
Cn1c(=O)[nH]c2cc(-c3noc(-c4ccc(C#N)cc4)n3)ccc21	-16%	-0.6%	5%	-3%[10.9 µM]
CCOc1ccc(/C=C/c2nc(C#N)c(N(C)C)o2)cc1	-34%	-0.6%	6%	-25%[10.9 µM]
Cc1csc2nc(CCNS(=O)(=O)c3ccc4c(c3)OCCO4)cn12	18%	0.6%	12%	-10%
O=C(NCCn1ccc2ccccc21)c1ccc2c(c1)OCO2	4%	3.4%	-10%	-8%
Cn1c(=O)cc(OCC(=O)N2CCN(c3cccc(C(F)(F)F)c3)CC2)c2ccccc21	-7%	0.8%	0%	-11%
CCOC(=O)C1=C(C)NC(C)=C(C(=O)OCC)C1C(=O)OCC(=O)c1ccc2c(c1)OCCO2	-12%	0.1%	4%	-2%
O=C(Cc1ccc(Cl)cc1)Nc1ccc2oc(-c3ccc(F)cc3)nc2c1	-5%	11%	-12%	-11%[10.9 µM]
CC(=O)c1ccc(-n2nncc2C)cc1	-1%	-0.5%	-4%	-3%
Cc1nc(NC(=O)c2cccnc2)ccc1Br	-3%	1.7%	-4%	-55%[inhibitor]
O=C(CCCn1c(SCC(=O)c2ccc(O)c(O)c2)nc2ccccc2c1=O)NCC1CCCO1 (configuration not stated)	4%	1.0%	4%	-18%
CCS(=O)(=O)NCCc1cc2c(OC)ccc(OC)c2[nH]c1=O	-5%	-1.5%	9%	-7%
COc1cc(OC)cc(C(=O)OCn2nnc3ccccc3c2=O)c1	23%	-5.2%	6%	-2%
CC(=O)Nc1ccc(NC(=O)c2cc(=O)c3ccccc3o2)cc1	19%	-0.6%	-5%	-3%[10.9 µM]
CCOc1ccccc1N(C)C(=O)c1c2c(nc3ccccc13)C(=O)N(C1CCCCC1)C2	-11%	?	-4%	-6%[10.9 µM]
Cc1ccc(-c2nn(C)c(=O)c3ccccc23)cc1CO	8%	2.3%	11%	-14%
CCc1ccc(-c2cc(C)no2)cc1S(=O)(=O)NCc1ccco1	-14%	0.0%	17%	-3%[10.9 µM]
Cn1c(=O)[nH]c(=O)c2c1nc(NCCCO)n2Cc1ccc(F)cc1	-2%	0.5%	-1%	-4%
Cc1ccc2nnc(Cl)n2n1	12%	2.2%	6%	4%
Cc1cc(Cl)ccc1NC(=O)c1cc(S(=O)(=O)N2CCOCC2)cn1C	10%	1.0%	2%	-7%[10.9 µM]
CCn1c(SCC(=O)Nc2nc3c(s2)CCCC3)nnc1-c1ccccc1	-14%	3.6%	-3%	-10%
CCc1ccc2c(c1)NC(c1ccc(F)cc1)=NC(c1ccncc1)=N2	-20%	?	4%	19%[10.9 µM]
CSc1nn(Cc2ccc(Cl)cc2)c(N(C(C)=O)C(C)=O)c1S(=O)(=O)c1ccccc1	?	?	28%	-7%[10.9 µM]
CCC1CCCCN1C(=O)CSc1nc2c([nH]c3ccccc32)c(=O)n1C (configuration not stated)	22%	-0.6%	-11%	-6%
COc1ccc(NC(=O)Cn2cnc3sc(C)c(S(=O)(=O)N4CCN(c5ccccc5OC)CC4)c3c2=O)cc1OC	10%	-0.9%	-2%	-9%[10.9 µM]
O=C(Cn1cccc1C(=O)c1ccccc1)NCCN1CCOCC1	-4%	0.1%	2%	3%
Cc1cc(C)c(/C=C/c2onc(C)c2S(=O)(=O)N2CCC(C(=O)Nc3ccc(Cl)c(C(F)(F)F)c3)CC2)c(C)c1	-15%	0.0%	3%	11%[10.9 µM]
CCOC(=O)c1ccc(NC(=O)COc2ccc(S(=O)(=O)NC(C)C)cc2)cc1	1%	0.5%	12%	-13%
Cn1c(=O)n(-c2ccc3c(c2)OCO3)c2nc(-c3ccc(Cl)cc3)nc(C(N)=O)c21	-4%	-2.0%	-5%	3%[10.9 µM]

A different layout for some results above.
Molecule | p53ts 39C kill | IkB signaling | p53ts 32C kill | Imprint erasure
CCc1ccc2c(c1)NC(c1ccc(F)cc1)=NC(c1ccncc1)=N2 | -20% | ? | 4% | 19%[10.9 µM]
CCOC(=O)c1ccc(NC(=O)COc2ccc(S(=O)(=O)NC(C)C)cc2)cc1 | 1% | 0.5% | 12% | -13%

Next results:
SMILES	p53ts 39C kill	IkB signaling	p53ts 32C kill	Imprint erasure
CSc1cccc(NS(=O)(=O)c2ccccc2)c1	7%	1.9%	4%	0%
Cc1cccc(OCC(=O)N(Cc2cccs2)C2CCS(=O)(=O)C2)c1C (configuration not stated)	4%	7.7%	5%	-10%
C=CCSc1nc2c(c(=N)n1CC=C)C1CCCC1S2 (configuration not stated)	-1%	-1.6%	-2%	-16%
Cc1ccc(S(=O)(=O)c2nnn3c2nc(Nc2ccc(C(C)C)cc2)c2sccc23)cc1C	9%	0.9%	7%	-21%[10.9 µM]
Cc1cnc(CNc2nc(-c3ccoc3)nc3ccccc23)cn1	8%	-1.4%[11.4 µM]	14%	-18%
Cc1cc(C)n(-c2nnc(C)n2/N=C/c2ccccc2OCc2ccccc2Cl)n1	32%[activator]	?	60%[activator]	-25%
O=C(OCC(=O)N1CCN(C(=O)c2ccco2)CC1)c1ccccc1OCc1ccccc1	3%	1.2%	-5%	-16%
O=C(Nc1ccncc1)C1CCCN(S(=O)(=O)c2cccc3cccnc23)C1 (configuration not stated)	6%	2.8%	20%	-19%
CCOc1ccc(OCC)c(S(=O)(=O)N2CCN(c3cccc(C)c3C)CC2)c1	-25%	-2.0%	-4%	-15%[10.9 µM]
Cc1cc(NC(=O)CCC(=O)N(c2cccnc2)C(C(=O)NC2CCCC2)c2ccccc2F)no1 (configuration not stated)	-7%	0.6%	1%	-3%
COC(=O)[C@H](CCSC)NC(=O)Nc1ccc(OC)c(Cl)c1	2%	5.1%	10%	-6%
Cc1ccc(C(=O)Nc2cc(-c3cn4cccnc4n3)ccc2C)cc1C	25%	1.9%	10%	-12%[10.9 µM]
COc1ccccc1N1CCN(S(=O)(=O)CCNC(=O)c2cc(=O)c3ccccc3o2)CC1	3%	?	-8%	-20%[10.9 µM]
O=C(OCn1nnc2ccccc2c1=O)c1ccc(S(=O)(=O)N2CCOCC2)cc1	0%	0.2%	3%	-9%
CCC(c1nnnn1CCC(C)C)N1CCC(C(N)=O)CC1 (configuration not stated)	6%	-1.3%	-3%	-7%
Cn1c(=O)c2c(nc(NC3CCCCC3)n2Cc2ccccc2)n(C)c1=O	26%	?	5µM*	-19%
CCOC(=O)COc1c(OC)cc(Cl)cc1C1NC(=O)NC(C)=C1C(C)=O (configuration not stated)	8%	0.8%	8%	17%
CCOCCCn1c(=N)c(C(=O)Nc2cc(C)on2)cc2c(=O)n3ccccc3nc21	13%	-0.2%	-4%	0%
CCc1ccc(NC(=O)c2ccc(NS(=O)(=O)c3c(C)noc3C)cc2)cc1	-16%	-2.7%	7%	16%[10.9 µM]
COc1cc2nc(CC(C)C)n(NC(=O)c3ccccc3)c(=O)c2cc1OC	23%	-1.9%	9%	-2%

Another view of some results above.
structure,p53ts 39C kill,IkB signaling,p53ts 32C kill,Imprint erasure
Cc1ccc(C(=O)Nc2cc(-c3cn4cccnc4n3)ccc2C)cc1C,25%,1.9%,10%,-12%[10.9 µM]
COc1ccccc1N1CCN(S(=O)(=O)CCNC(=O)c2cc(=O)c3ccccc3o2)CC1,3%,?,-8%,-20%[10.9 µM]

The listing continues:
SMILES	p53ts 39C kill	IkB signaling	p53ts 32C kill	Imprint erasure
COc1cccc(C(c2sc3nc(C)nn3c2O)N2CCN(C(=O)c3ccco3)CC2)c1 (configuration not stated)	-6%	-2.4%	-8%	-12%
O=C1CC(C2CCCO2)C(=O)N1Cc1ccccc1 (configuration not stated)	1%	5.5%	-6%	-5%
CC(C)(C)C(=O)NC1(C(F)(F)F)C(=O)Nc2c1c(=O)[nH]c(=O)n2-c1ccccc1 (configuration not stated)	2%	0.4%	-7%	-9%[10.9 µM]
COc1cc(Cl)ccc1OC(=O)c1cn(-c2ccccc2OC)c(=O)c2ccccc12	2%	1.9%	10%	-12%[10.9 µM]
CCCCCc1nn2cc(-c3ccccc3)nc2s1	10µM*	?	?	-40%[inhibitor][10.9 µM]
COc1ccc(-c2noc(C3CCCN(C(=O)c4cccs4)C3)n2)cc1 (configuration not stated)	-10%	9.1%	-18%	.
CCOC(=O)CSc1nc2c(c(=O)[nH]c(=O)n2C)n1CCCc1ccccc1	-7%	-2.2%	2%	-1%
Oc1c(C(c2cccc(Cl)c2)N2CCOCC2)sc2nc(-c3ccco3)nn12 (configuration not stated)	-18%	-2.1%	-6%	-12%[10.9 µM]
COc1ccc(CN2CCCCC2C(=O)Nc2ccc(OC)c(OC)c2)cc1OC (configuration not stated)	6%	-0.2%	5%	-10%
CC(CNC(=O)Cn1ccc2cc(S(=O)(=O)N3CCCCC3)ccc21)c1ccccc1 (configuration not stated)	-19%	?	4%	-3%[10.9 µM]
CC(NS(=O)(=O)c1ccc(OCC(=O)N2CCOCC2)cc1)c1ccccc1 (configuration not stated)	11%	-0.7%	-3%	-1%
N=C1C(c2nc3ccccc3s2)=C(O)CN1Cc1ccccc1	2%	.	-8%	.
Cc1ccc(NC(=O)CCCc2nnc3n(C)c(=O)c4sccc4n23)cc1C	11%	-0.9%	6%	17%[10.9 µM]
COc1cc(C(=O)OC(C)CN2CCCC2)cc(OC)c1OC (configuration not stated)	6%	1.9%	-4%	.
CCc1ccc(NC(=O)Cn2nc(SC)c(S(=O)(=O)c3ccc(OC)cc3)c2N)cc1	7%	0.9%	3%	-6%[10.9 µM]
Cc1cc(C)n2nc(C(=O)Nc3ccccc3N3CCOCC3)nc2n1	10%	0.8%	-8%	5%
Cc1c(O)c(CN2CCCC2)cc2c3c(c(=O)oc12)CCC3	-5%	0.7%	13%	-17%
CCC(=O)N1Cc2ccccc2-c2ccccc2C1=O	4%	2.5%	3%	-3%
CCC(C(=O)NC(C)CCc1ccccc1)n1nc(C)n2c(cc3occc32)c1=O (configuration not stated)	6%	.	0%	.
COc1cccc(NC(=O)C2CC(=O)N(c3ccc(Br)cc3)C2)c1 (configuration not stated)	-17%	?	1%	-15%[10.9 µM]
Cc1csc(N(C)C(=O)CSc2nnc(COc3cccc4ccccc34)o2)n1	-24%	0.6%	-12%	-23%
